# Jurkat NFkB inh: lowers PMA/ionomycin-induced NF-kB signal in Jurkat cells; AID 435003; hit rate 0.53% among 330,000; inhibition, % at 4 µM; PMA/ionomycin-induced NF-kB luciferase reporter, luminescence; in the data active means inhibition above about 50%
# UPR CHOP act: apoptotic UPR (CHOP) activation. CHO-CHOP luciferase reporter, luminescence; percent of tunicamycin response over DMSO baseline. activation, % at 10 µM. hit rate 0.34% among 330,000;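 active means at 10 µM dose, activation of 40% or more, normalized to positive control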;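 further: 100% = tunicamycin at 10 µg/mL and 0% = DMSO alone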
#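 System: CHO-CHOP luciferase reporter cell line | Buffer or medium: F12 medium containing 10% fetal bovine serum | Doses: One dose, 10 µM in 0.5% DMSO | Times: 6 h compound exposure at 37 °C after overnight seeding | Signal: Luciferase luminescence | Read-out: % activation vs tunicamycin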
# tim23-1 inh: growth inhibitors of tim23-1 mutant yeast. S. cerevisiae tim23-1 growth, BacTiter-Glo luminescence, 24 h. inhibition, % at 20 µM. hit rate 1.3% among 330,000. AID 463212;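 active means growth inhibition of the mutant yeast at or above 50%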;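 further: temperature-sensitive mutant grown at 25 °C; plate controls were DMSO-treated mutant yeast for no effect and medium wells lacking yeast for full effect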
# TIM10 inh: inhibits growth of TIM10 yeast strain; inhibition, % at 10 µM; hit rate 1.4% among 330,000; S. cerevisiae TIM10 strain growth, BacTiter-Glo luminescence, 24 h; AID 463195;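 active means inhibition of 40% or more at the single tested concentration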;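 further: wild-type TIM10 isogenic control strain grown at permissive 25 °C; 0% = DMSO yeast wells and 100% = minimal medium wells without yeast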
# tim10-1 inh: tim10-1 yeast growth inhibition; hit rate 2.2% among 330,000; S. cerevisiae tim10-1 ts strain growth, BacTiter-Glo, 24 h; inhibition, % at 20 µM; AID 463190;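 active means inhibition of at least 40%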;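 further: mutant grown at 25 °C; 0% = DMSO wells with yeast and 100% = wells holding no yeast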
# Mdm2-MdmX inh: inhibitors of human Mdm2/MdmX interaction; hit rate 3% among 330,000; AID 485346; O15151+Q00987; inhibition, % at 8 µM; SaOS-2 split-luciferase Mdm2/MdmX complementation, luminescence;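 active means inhibition of at least 50% at 8 µM in the primary screen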
# Target sequence (O15151 whole entry, looked up): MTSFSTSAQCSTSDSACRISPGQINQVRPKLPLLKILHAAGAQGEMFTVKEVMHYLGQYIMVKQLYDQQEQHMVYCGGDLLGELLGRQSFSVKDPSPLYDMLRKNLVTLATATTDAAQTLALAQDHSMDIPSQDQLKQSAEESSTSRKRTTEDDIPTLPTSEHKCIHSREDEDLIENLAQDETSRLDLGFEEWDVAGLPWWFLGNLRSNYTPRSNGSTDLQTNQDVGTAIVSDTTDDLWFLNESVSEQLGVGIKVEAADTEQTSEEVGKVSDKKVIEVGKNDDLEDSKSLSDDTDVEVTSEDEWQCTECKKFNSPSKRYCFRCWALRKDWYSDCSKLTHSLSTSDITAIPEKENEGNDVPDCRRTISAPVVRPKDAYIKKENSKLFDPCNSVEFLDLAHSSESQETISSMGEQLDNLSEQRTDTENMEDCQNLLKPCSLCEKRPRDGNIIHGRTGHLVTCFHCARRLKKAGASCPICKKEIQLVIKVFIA
# Target sequence (Q00987 whole entry, looked up): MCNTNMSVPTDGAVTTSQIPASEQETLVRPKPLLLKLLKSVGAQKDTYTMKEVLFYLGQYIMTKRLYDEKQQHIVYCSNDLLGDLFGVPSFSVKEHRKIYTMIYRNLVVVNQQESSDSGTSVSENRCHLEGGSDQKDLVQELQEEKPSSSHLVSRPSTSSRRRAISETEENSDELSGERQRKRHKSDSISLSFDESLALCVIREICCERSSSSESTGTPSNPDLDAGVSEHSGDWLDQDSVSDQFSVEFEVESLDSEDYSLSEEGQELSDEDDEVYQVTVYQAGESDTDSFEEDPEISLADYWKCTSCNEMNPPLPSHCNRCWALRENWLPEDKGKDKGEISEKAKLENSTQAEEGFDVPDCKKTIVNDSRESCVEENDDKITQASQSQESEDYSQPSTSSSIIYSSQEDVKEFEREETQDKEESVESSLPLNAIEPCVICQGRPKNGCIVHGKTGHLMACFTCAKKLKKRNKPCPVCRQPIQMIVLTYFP
# 697 NFkB inh: inhibitors of the PMA/ionomycin-induced NF-kB reporter in 697 B cells; 697 B-cell NF-kB luciferase reporter, 16 h; inhibition, % at 4 µM; hit rate 0.33% among 330,000; AID 435022; in the data active means inhibition above about 35%
# XBP1 UPR activ: adaptive UPR (XBP1) activation | activation, % at 20 µM | AID 463104 | hit rate 0.33% among 330,000 | CHO-XBP1 luciferase reporter, IRE1-XBP1 UPR activation, luminescence; percent of tunicamycin response, DMSO as zero;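 active means versus positive control, 20 µM dose yields 30% or more activation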;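 further: 100% = tunicamycin at 10 µg/mL and 0% = DMSO only wells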
#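 Material: IRE1-XBP1 luciferase reporter CHO line / Quantity: one thousand reporter cells per well / Buffer or medium: F12 with 10% serum / Compound: 20 µM single concentration, DMSO 1% / Times: 6 h treatment, 37 °C / Detection: Steady-Glo luciferase glow luminescence, 10 min after reagent addition / Benchmarks: tunicamycin high, DMSO low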
# Starred values were filed as active, the others as inactive.
SMILES,Jurkat NFkB inh,UPR CHOP act,tim23-1 inh,TIM10 inh,tim10-1 inh,Mdm2-MdmX inh,697 NFkB inh,XBP1 UPR activ
COc1ccc(OCC(O)CN2CCC(CN3C(=O)c4cccc5cccc(c45)C3=O)CC2)cc1 (stereo not drawn),-4,0.8,7,-1,12,19,5,0
CN(CC(O)Cn1c2ccccc2c2ccccc21)S(C)(=O)=O (stereo not drawn),5,-0.9,0,-4,-4,10,-10,2
Cc1ccc(NC(=O)c2ccc(CSc3nnc(-c4ccncc4)n3C)cc2)cc1,-34,2.1,-9,-8,5,-12,-20,0
CCOC(=O)c1oc2ccccc2c1COC(=O)CNC(=O)c1ccco1,-6,2.7,24,13,12,-22,7,1
CC(Sc1nc(C2CC2)n(-c2ccccc2)n1)C(=O)c1c(N)n(C)c(=O)n(C)c1=O (stereo not drawn),-5,1.4,2,6,-6,12,9,-5
COc1cc(=O)[nH]c(SCc2c(F)c(F)c(F)c(F)c2F)n1,2,0.6,13,2,10,-22,5,-1
O=C(Nc1nc2ccccc2[nH]1)Nc1ccccc1F,-134,1.9,10,1,-1,-140,-201,-9
CN(C(=O)C(Cl)Cl)c1ccc(OC(=O)c2ccco2)cc1,-5,2.1,16,14,12,7,13,-3
Cc1ccc(OCC2Cn3c(nc4c3c(=O)[nH]c(=O)n4C)O2)cc1 (stereo not drawn),4,-1.5,17,2,7,-26,9,-2
c1ccc2c(NCC3CCCO3)nc(N3CCOCC3)nc2c1 (stereo not drawn),-7,-0.2,10,-17,-10,-4,-5,1
Cc1cc2c(C)cc(=O)[nH]c2cc1NC(=O)CCl,15,1.0,14,7,4,40,18,-1
Cc1cnc(C(=O)OC(C)C(=O)c2c(C)[nH]c3ccccc23)cn1 (stereo not drawn),4,-0.7,-3,2,1,-20,24,-3
O=C(Nc1ccc(N2CCN(C(=O)c3cccs3)CC2)cc1)c1ccc([N+](=O)[O-])o1,52*,33,71*,72*,72*,72*,-32,-7
CCOc1ccc(NC(=S)NCCCn2ccnc2)cc1,4,4.1,-4,5,13,3,3,-2
NC(=S)N=Nc1ccc(NN=C(N)N)cc1,10,0.4,-15,19,10,33,3,-8
O=C1CCC/C1=C\c1ccccc1,0,1.7,-6,-14,-9,9,-10,1
COc1ccc(CCn2c(=N)c(C(=O)NCc3ccco3)cc3c(=O)n4cccc(C)c4nc32)cc1,4,4.6,-28,-3,0,9,0,-1
CC(C)C(=O)NCCCc1ccccc1,-3,2.0,0,3,-5,-8,0,-3
CC(C)(C)NC(=O)c1cccc2c1OC(C)(C)C2,-2,-0.6,37,19,20,20,10,-2
CC12CCC(C(=O)N3CCN(C(c4ccccc4)c4ccccc4)CC3)(OC1=O)C2(C)C (stereo not drawn),-2,-0.9,34,28,41*,-2,-27,2
CCOc1cc(N2CCOCC2)c(OCC)cc1NC(=O)COc1ccc2ccc(=O)oc2c1,33,2.7,14,11,8,6,-42,9
Cc1ccc(O)c(CNc2cccc3cccnc23)c1,-5,3.2,14,14,13,11,-11,11
CCOC(=O)NS(=O)(=O)c1ccc(CCNC(=O)c2cc(C)on2)cc1,-6,-1.6,18,10,-3,-19,0,-2
COc1ccccc1NC(=O)CCSc1nc(C)cc(C)n1,-18,0.1,19,-16,-2,0,7,1

# Some entries already given, limited to UPR CHOP act, 697 NFkB inh and tim10-1 inh.
structure | UPR CHOP act | 697 NFkB inh | tim10-1 inh
COc1ccc(CCn2c(=N)c(C(=O)NCc3ccco3)cc3c(=O)n4cccc(C)c4nc32)cc1 | 4.6 | 0 | 0
CC(C)C(=O)NCCCc1ccccc1 | 2.0 | 0 | -5

# (next part)
SMILES,Jurkat NFkB inh,UPR CHOP act,tim23-1 inh,TIM10 inh,tim10-1 inh,Mdm2-MdmX inh,697 NFkB inh,XBP1 UPR activ
COc1ccc([N+](=O)[O-])cc1NCC(=O)Nc1cc(S(=O)(=O)N2CCCCC2)ccc1C,6,0.5,3,1,-3,20,10,-4
COc1ccccc1N1CCN(C(=O)c2cc(-c3ccc(F)cc3)[nH]c2C)CC1,1,-1.6,40,14,43*,26,-12,-6
CCN(CC(=O)Nc1c(F)cccc1F)C(=O)C1(c2ccccc2)CC1,7,-1.2,23,19,16,1,50*,-1
C=C[C@H](Cc1ccccc1)N(Cc1ccccc1)S(=O)(=O)N(Cc1ccccc1)[C@H](C=C)Cc1ccccc1,-24,5.9,0,-3,6,90*,2,-5
Cc1cccc(C2C3=C(CCCC3=O)N=C3c4ccccc4C(=O)C32)c1 (stereo not drawn),23,1.9,8,-9,12,2,-7,-2
Cn1c(N)c(-c2nc3cccnc3n2C)sc1=S,-18,0.3,-24,-13,-2,43,-6,0
Cc1cccc(C)c1OCC(O)CN1CCN(c2ccccc2)CC1 (stereo not drawn),3,-1.7,-11,-5,-18,-18,11,-1
O=C(C1CCN(c2ncnc3c2sc2cccc(F)c23)CC1)N1CCOCC1,-12,-1.2,-1,8,-4,17,-3,-2
O=S(=O)(Nc1ccccn1)c1ccc(Cl)c2ccccc12,-13,1.3,-3,-3,-9,16,10,-3
CN(C(=O)c1ccccc1Cl)C1CCCCC1,-6,0.2,18,21,9,-22,14,-3
CCOC(=O)C1=C(C)N=C2SC=C(C)N2C1c1ccc(OC)cc1 (stereo not drawn),13,0.5,-20,16,16,29,0,-2
O=C(COc1cccnc1[N+](=O)[O-])Nc1cccc(S(=O)(=O)N2CCOCC2)c1,17,0.1,9,7,1,19,15,6

# Records above that bear a hit mark in Mdm2-MdmX inh:
Structure	Jurkat NFkB inh	TIM10 inh	Mdm2-MdmX inh	697 NFkB inh	XBP1 UPR activ
O=C(Nc1ccc(N2CCN(C(=O)c3cccs3)CC2)cc1)c1ccc([N+](=O)[O-])o1	52*	72*	72*	-32	-7
C=C[C@H](Cc1ccccc1)N(Cc1ccccc1)S(=O)(=O)N(Cc1ccccc1)[C@H](C=C)Cc1ccccc1	-24	-3	90*	2	-5

# Carrying on.
SMILES,Jurkat NFkB inh,UPR CHOP act,tim23-1 inh,TIM10 inh,tim10-1 inh,Mdm2-MdmX inh,697 NFkB inh,XBP1 UPR activ
CC(=O)c1ccc(S(=O)(=O)N2CCN(CC#N)CC2)cc1,-17,-0.6,15,-16,13,-29,-35,-2
O=C(CN1C(=O)NC(CCc2ccccc2)C1=O)Nc1cccc(Br)c1 (stereo not drawn),2,-3.2,-9,-7,-13,-27,-4,-3
O=C(COC(=O)C12CC3CC(CC(O)(C3)C1)C2)Nc1ccc(Cl)c(S(=O)(=O)N2CCOCC2)c1,9,0.5,8,6,9,-20,9,0
COc1ccc(NC(=O)CSc2ccc3nnc(-c4ccccn4)n3n2)cc1,0,0.6,1,6,7,14,-28,1
CCN(CC(=O)Nc1ccc(NC(C)=O)cc1)C(=O)c1ccccc1SCC(=O)N1CCCC1,4,2.1,0,-2,2,-3,10,0
Cc1cccnc1NC(=O)c1ccc2c(c1)NC(=O)C(C)S2 (stereo not drawn),9,3.2,-2,-6,-16,19,16,-3
COC(=O)c1ccc(-c2ccc([C@H]3[C@H]4C=CC[C@@H](C)[C@@H]4C(=O)N3Cc3ccccc3)c(F)c2)cc1,1,2.4,23,15,3,39,-37,0
Cc1cc(=O)[nH]c(SCC(=O)NCC2CCCO2)n1 (stereo not drawn),5,0.1,-13,-14,-6,24,12,-3
COc1ccc(C2CC(c3cccs3)=NN2C(=O)c2ccccc2)cc1OC (stereo not drawn),-20,0.6,29,16,20,17,17,0
CN(C(=O)c1ccccc1Cl)c1ccccc1,4,0.5,-2,-3,15,0,8,-1
Cn1c(=O)oc2cc(S(=O)(=O)N3CCC(C(=O)NCC4COc5ccccc5O4)CC3)ccc21 (stereo not drawn),18,1.6,2,7,4,9,10,-1
Cc1nc2c(-c3ccc(F)cc3)c(C)nn2c(C)c1CCC(=O)N1CCOCC1,6,1.8,11,8,27,16,-7,-3
O=c1ccc(/C=C/c2ccccc2)nn1Cc1ccccc1,-2,-0.5,25,-4,22,7,-43,-3
C=CCn1c(C)nnc1SCC(=O)N1CCN(S(=O)(=O)c2ccccc2)CC1,-5,-0.9,-10,-7,-4,23,13,-1
CC(=O)Oc1cccc(C(=O)Nc2c[nH]c(=O)[nH]c2=O)c1,4,-0.2,4,5,-4,-28,14,-2
CS(=O)(=O)c1ccc(Cl)c(NC(=O)Cc2ccccc2F)c1,6,-0.1,4,2,3,8,9,-2
COCCNC(=S)Nc1ccc2nc(N3CCCC3)cc(C)c2c1,-3,1.8,7,23,8,-2,-6,-2
CCS(=O)(=O)C1=NN2C(=N)/C(=C\c3ccc(OC(=O)c4ccco4)c(Br)c3)C(=O)N=C2S1,-1,3.0,20,13,38,23,8,-3
COc1ccc(CNc2ccc(Cl)cc2)cc1Cn1ccnc1,-26,2.2,-293,-83,-37,-15,-43,-1
Cc1nc(Cl)c2c(n1)NC1=C(O2)C(=O)CCC1,-2,3.7,7,-7,-2,14,14,4
CCOc1ccc(Nc2cc(C)nc3c(C)cccc23)cc1,3,0.9,19,-1,-4,11,-25,-6
CCCCn1c(=N)c(S(=O)(=O)c2ccc(Br)cc2)cc2c(=O)n3cccc(C)c3nc21,-3,11,27,3,44*,35,19,2
Cc1ccc2c(c1)CCCN2C(=O)NC1CCCCC1,-6,0.9,14,2,19,-24,-23,6
O=C(NC1(C(F)(F)F)NC(=O)N(C2CCCCC2)C1=O)c1cccs1 (stereo not drawn),-25,0.6,28,15,23,-25,-33,-1
COc1ccccc1CN1C(=O)[C@@H]2Cc3c([nH]c4ccccc34)C(C)(C)N2C1=O,4,-0.3,6,19,-8,27,-2,1
CC1(C)CC(=O)C2=C(C1)NC(=O)NC2c1ccccc1 (stereo not drawn),-15,-0.7,19,-1,9,-10,-34,0
N#Cc1ccc(OC(=O)Cc2ccsc2)cc1,16,-0.4,1,14,12,-10,-26,-3
CCOc1ccc(/C(O)=C2/C(=O)C(=O)N(CCOCCO)C2c2ccccc2)cc1 (stereo not drawn),6,-0.8,-16,-28,-20,16,8,0
CSc1nc(-c2ccccc2)nn1C(=O)c1ccc(Cl)cc1,8,3.0,37,49*,30,-10,7,1

# Full records as entered above. Order of screens: Jurkat NFkB inh	UPR CHOP act	tim23-1 inh	TIM10 inh	tim10-1 inh	Mdm2-MdmX inh	697 NFkB inh	XBP1 UPR activ
# COc1ccc(NC(=O)CSc2ccc3nnc(-c4ccccn4)n3n2)cc1 in the list: 0	0.6	1	6	7	14	-28	1
# c1ccc2c(NCC3CCCO3)nc(N3CCOCC3)nc2c1 (stereo not drawn) in the list: -7	-0.2	10	-17	-10	-4	-5	1
# CCN(CC(=O)Nc1c(F)cccc1F)C(=O)C1(c2ccccc2)CC1 in the list: 7	-1.2	23	19	16	1	50*	-1
# CCOc1ccc(Nc2cc(C)nc3c(C)cccc23)cc1 in the list: 3	0.9	19	-1	-4	11	-25	-6
# Cc1cnc(C(=O)OC(C)C(=O)c2c(C)[nH]c3ccccc23)cn1 (stereo not drawn) in the list: 4	-0.7	-3	2	1	-20	24	-3

# 3 structures out of the list, ordered by formula weight, ascending:
SMILES,Jurkat NFkB inh,UPR CHOP act,tim23-1 inh,TIM10 inh,tim10-1 inh,Mdm2-MdmX inh,697 NFkB inh,XBP1 UPR activ
N#Cc1ccc(OC(=O)Cc2ccsc2)cc1,16,-0.4,1,14,12,-10,-26,-3
CC1(C)CC(=O)C2=C(C1)NC(=O)NC2c1ccccc1 (stereo not drawn),-15,-0.7,19,-1,9,-10,-34,0
CSc1nc(-c2ccccc2)nn1C(=O)c1ccc(Cl)cc1,8,3.0,37,49*,30,-10,7,1

# Source: PubChem BioAssay
